Screening data deposited in PubChem BioAssay by National Center for Advancing Translational Sciences (NCATS).
Nrf2 block = Nrf2 pathway inhibition; Potency, µM (titrated, usually from 46 µM), for inactives: at the top dose activity change, negative = inhibition, most hits filed as inhibitors; A549 ARE-Fluc reporter, luciferase luminescence, 18-24 h; AID 504444; 2.1% of 360,000 active; note: potency is the fitted concentration of half-maximal effect; % is set by controls: 0 for no effect and ±100 for the full control effect; nearly all actives have a fitted effect of over 60% in size
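Nrf2 activity is the BugLite luminescence, read 15 min after reagent at room temperature, following CellTiter-Fluor cytotoxicity readout (30 min, 37C). Compound titrations were applied for 18-24 h to 5000 A549 ARE_Fluc cells/well in 5% FBS OPTI-MEM.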
MCF10A rerep = inducers of DNA re-replication in MCF 10A breast cells | MCF 10A DNA re-replication, Hoechst nuclear intensity, 48 h | Potency, µM (top dose mostly 46.1 µM), without a hit: at the top dose activity, positive = re-replication, actives largely listed as activators | 2.9% of 350,000 active; note: potency is the fitted concentration of half-maximal effect; % of control where 0% means no effect; nearly all actives have a fitted effect of over 50% in size
A549 viability = kills or reduces viability of A549 cells in Nrf2 counter-screen; A549 ARE-Fluc cells, CellTiter-Fluor viability, 18-24 h; Potency, µM (top dose mostly 46 µM), for inactives: at the highest dose activity change, negative = cytotoxicity, usual class: inhibitors; 0.16% of 390,000 active; AID 504648; note: potency is the fitted concentration of half-maximal effect; % is set by controls: 0 for no effect and ±100 for the full control effect
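Cytotoxicity counterscreen: CellTiter-Fluor fluorescence was measured in A549 ARE_Fluc cells after 18-24 h of compound exposure in a concentration series. The subsequent BugLite luminescent read reports ARE-luciferase activity.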
ATXN viability = viability counter-screen for ATXN expression inhibitors; 0.49% of 400,000 active; S2 cells (HEK-293 line with an ATXN2-luciferase reporter) viability, CellTiter-Fluor protease fluorescence, 24 h; Potency, µM (top dose mostly 56.7 µM), usual class: cytotoxic; note: potency is the fitted concentration of half-maximal effect; nearly all actives have a fitted effect of over 40% in size
ATXN2 expr inh = reduces ATXN2 reporter expression in HEK-293 cells | HEK-293 ATXN2-luciferase reporter, luminescence, 24 h | 0.72% of 360,000 active | AID 1745845 | Potency, µM (doses to about 57 µM), inactives show at the highest dose activity change, negative = inhibition, usual class: inhibitors; note: potency is the fitted concentration of half-maximal effect; % is set by controls: 0 for no effect and ±100 for the full control effect; nearly all actives have a fitted effect of over 55% in size
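ATXN2-luciferase reporter cells (luciferase flanked by upstream and downstream ATXN2 gene portions) were treated 24 h at 37 °C with compounds at up to 57 uM. SteadyGlo luminescence gave expression; GF-AFC fluorescence gave viability.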
TGFb inhibitor = blocks TGF-b signaling; HepG2 CAGA-GFP TGF-b/SMAD3 reporter, GFP fluorescence, 18 h; TGF-beta stimulated, 500 pg/mL final; Potency, µM (doses to about 46.1 µM), for inactives: at the top dose activity, negative = inhibition, usual class: inhibitors; 1.2% of 410,000 active; note: potency is the fitted concentration of half-maximal effect; % is set by controls: 0 for no effect and ±100 for the full control effect; nearly all actives have a fitted effect of over 65% in size
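Read-out: total well GFP (ex488/em500-530) summed from mean per-cell fluorescence. Cells: HEPG2 CAGA-GFP, 1% FBS DMEM, 18 h at 37 degrees C with 500 pg/mL final TGF-beta. Unstimulated wells served as the full-inhibition control; stimulated DMSO wells = 0%.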
Nrf2 activator = activators of Nrf2 (ARE) signaling. AREc32 ARE-luciferase reporter (MCF7-derived line), luminescence, 24 h. Potency, µM (titrated, usually from 46.1 µM), for the others: at the top dose activation, most hits filed as activators. 0.31% of 410,000 active. AID 624171; note: potency is the fitted concentration of half-maximal effect; % of control where 0% means no effect; nearly all actives have a fitted effect of over 65% in size
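AREc32 cells carrying an ARE-driven firefly luciferase reporter were seeded at 1000 cells/well in OPTI-MEM with 5% FBS, then exposed to compound for 24 hr at 37 deg C. Luminescence was read with Steady-Glo after 30 min at RT.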
HepG2 viability = counter-screen for TGF-b inhibitors: cytotoxicity in HepG2 cells; Potency, µM (highest dose often 46.1 µM), without a hit: at the highest dose activity change, negative = cytotoxicity, hits mostly cytotoxic; AID 588856; 0.76% of 410,000 active; HepG2 CAGA-GFP viability, ATP luminescence, 18 h; note: potency is the fitted concentration of half-maximal effect; some results filed as inactive show a strong effect at the top dose
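HepG2 CAGA-GFP cells (1000/well, DMEM with 1% FBS) received compound, then TGF-beta at 500 pg/mL final, and were incubated 18 hours at 37 degrees C. Viability was read by CellTiter-Glo luminescence. Media-only wells were set as complete cell-killing and DMSO as no toxicity.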
IL-1B inflam inh = blocks inflammasome-driven IL-1 beta release; THP-1 LPS/ATP IL-1B secretion, AlphaLISA, 16 h; hits give low values; activity change, % at 57.5 µM; 4.7% of 360,000 active; in the data active = activity change below about -50%; inconclusive = mostly about -30% to -49%; note: % is set by controls: 0 for no effect and ±100 for the full control effect
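THP-1 cells pretreated 1 hr with compounds (up to 57.5 uM final), then stimulated with LPS (250 ng/mL final) plus ATP (1.25 mM final); secreted IL-1B measured by AlphaLISA after 16 hr, decreased signal indicating inhibition.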
An asterisk follows results filed as active; i = inactive; ? = inconclusive; · = no result given; & = joins results of further samples; [ ] = dose if it differs, or a comment. Unless noted, calls come from the whole dose curve; as a rule, active = well fitted curve in the direction sought with a large enough effect; inconclusive = small, poorly fitted or top-dose-only effect, or another doubt; inactive = no such curve, though single readings can be large; an effect the other way counts as inactive or inconclusive. The order is random (roughly 8.8% active in at least one column).

SMILES	Nrf2 block	MCF10A rerep	A549 viability	ATXN viability	ATXN2 expr inh	TGFb inhibitor	Nrf2 activator	HepG2 viability	IL-1B inflam inh
Cc1ccc(S(=O)(=O)N2CCN(CC(=O)N/N=C/c3ccco3)CC2)cc1	9.1%	-3.1%	7.7%	i	5.8%	-7.1%	-0.7%[9.22 µM]	-5.7%	-1.0
Nc1c(C(=O)Nc2ccc3c(c2)OCCO3)nnn1Cc1cccc(F)c1	2.2%	?	1.6%	i	1.8%	-16.6%	2.1%	-3.2%	-4.7
COCCCN(C(=S)Nc1c(C)cc(C)cc1C)C(C)c1ccccn1 (stereo not given)	-6.8%	4.7%	5.6%	i	-14.7%	-13.7%	0.3%	-1.3%	0.5
COc1cc(NC(=O)C2CC(c3cccc(OC)c3OC)=NO2)cc(OC)c1OC (stereo not given)	·	15.8µM*	-4.6%	?	-33.6%	12.1%	-0.1%	-17.7%	-17.6
CC(=O)c1ccc(NC(=O)COC(=O)c2ccc(F)cc2F)cc1	-2.4%	-3.1%	2.5%	i	-9.0%	-9.9%	-0.3%	2.2%	-3.3
Cn1c(N)c(C(=O)COC(=O)c2cncc(Br)c2)c(=O)n(C)c1=O	0.7%	6.0%	2.3%	i	-15.7%	-13.7%	0.5%	-26.9%	28.2
N#Cc1c(-c2ccccc2Cl)cc(C2CC2)nc1N	-10.3%	-1.8%	-3.4%	?	-7.0%	-0.9%	0.3%	-24.7%	24.0
O=C(CCN1C(=O)c2cccc3cccc(c23)C1=O)NCC1CCCO1 (stereo not given)	?	-28.6%	-0.3%	i	12.9%	-4.3%	21.5%	-2.9%	-29.1
Cn1c(Cl)c(/C=N/OC(=O)c2ccc(Cl)cc2)c2ccccc21	·	?	12.2%	i	6.1%	24.2%	1.9%	-8.2%	-2.1
Cc1ccc(C(=O)C2=C(O)C(=O)N(CCCN3CCOCC3)C23C(=O)N(C)c2ccccc23)o1 (stereo not given)	10.7%	-3.0%	3.2%	i	1.1%	11.0%	-0.7%	-0.7%	16.9
O=C(NN=C1C2CC3CC1CC(Cl)(C3)C2)c1cccs1	?	-1.7%	-3.3%	i	13.8%[11.3 µM]	-3.5%	2.9%	5.7%	-6.7
COc1ccc(OC)c2nc(-c3cccnc3)ccc12	?	-11.8%	-0.2%	i	38.3%[activator]	3.7%	6.7%	0.1%	-6.5
CC(=O)Nc1ccccc1NS(=O)(=O)c1ccccc1[N+](=O)[O-]	0.8%&-5.1%	0.7%	1.4%&-0.7%	i	9.3%[11.3 µM]	25.2%&-0.3%	0.2%	3.5%&-1.5%	24.1
Cn1nc(-c2ccccc2)c(-c2nc(-c3cccc(Cl)c3)no2)c1Cl	4.9%	1.4%	8.3%	i	-1.9%	9.9%	0.5%	14.7%	-11.2
COC(=O)c1cc(OC)c(OC)cc1NC(=S)N1CCCC(CO)C1 (stereo not given)	20.2%	-0.4%	-3.0%	i	11.7%	-3.8%	-0.5%	-12.5%	-0.7
CC(=O)c1ccc(-c2ccc(C(=O)N3CCC(C(N)=O)CC3)o2)cc1	14.8%	-0.7%	-12.5%	i	20.3%	-5.5%	-0.6%	0.4%	11.6
Nc1nc(NCc2ccccc2)nc(NCCO)c1[N+](=O)[O-]	?	?	-5.7%	i	·	10.2%	10.8%	-6.6%	21.0
COCc1cc(C)nc(Nc2ccc(C)c(C)c2)c1C#N	6.8%	-0.9%	-4.8%	i	4.6%	-19.4%	-0.2%	-40.0%	49.1
O=C(CCCCn1c(=S)[nH]c2ccsc2c1=O)NCc1ccc2c(c1)OCO2	?	6.1%	1.4%	i	-22.7%	8.3%	-0.5%	8.1%	-3.2
COCOc1ccc(C=O)c(O)c1	2.0%	?	4.3%	i	-10.3%	?	-0.6%	-22.1%	-17.2
CCN(CC)c1ccc(N/C(N)=N/c2nc(C(F)(F)F)cc(=O)[nH]2)cc1	?	8.8%	3.1%	i	13.9%	6.5%	0.2%	1.6%	23.6
CCc1ccc2c(CSc3nnnn3C)cc(=O)oc2c1	6.7%	7.2%	0.0%	i	3.8%	7.7%	-0.3%	-1.0%	-4.4
O=C(COC(=O)Cc1ccccc1F)NNC(=O)c1ccc([N+](=O)[O-])cc1	0.1%	-8.5%	1.1%	i	3.0%	14.5%	-0.3%	5.0%	-0.8
Cc1cccc(CNC(=O)Cn2nc(C)c3nn(-c4ccc(Cl)cc4)c(C)c3c2=O)c1	·	·	-1.9%	·	·	-7.8%	2.4%	3.5%	·
CCSc1ncc(Cl)c(C(=O)Nc2ccc(S(=O)(=O)Nc3ncccn3)cc2)n1	-13.0%&-23.1%	-2.2%	0.6%&-7.4%	i	4.8%&4.4%	20.5%&-30.1%	-1.0%&-0.9%	8.2%&3.6%	-3.2

The final 3 records of the part before are carried over, then new ones follow.
SMILES	Nrf2 block	MCF10A rerep	A549 viability	ATXN viability	ATXN2 expr inh	TGFb inhibitor	Nrf2 activator	HepG2 viability	IL-1B inflam inh
O=C(COC(=O)Cc1ccccc1F)NNC(=O)c1ccc([N+](=O)[O-])cc1	0.1%	-8.5%	1.1%	i	3.0%	14.5%	-0.3%	5.0%	-0.8
Cc1cccc(CNC(=O)Cn2nc(C)c3nn(-c4ccc(Cl)cc4)c(C)c3c2=O)c1	·	·	-1.9%	·	·	-7.8%	2.4%	3.5%	·
CCSc1ncc(Cl)c(C(=O)Nc2ccc(S(=O)(=O)Nc3ncccn3)cc2)n1	-13.0%&-23.1%	-2.2%	0.6%&-7.4%	i	4.8%&4.4%	20.5%&-30.1%	-1.0%&-0.9%	8.2%&3.6%	-3.2
COc1ccc(C(=O)c2oc3ccccc3c2NC(=O)c2cccc(OC)c2)cc1	-13.1%	·	-0.1%	i	-7.2%	21.9%	0.8%	-8.7%	·
O=C1CCC(C(=O)N2CCCCO2)CN1CCc1ccc(Cl)cc1 (stereo not given)	3.5%	-0.1%	-4.1%	i	22.7%	-16.2%	-0.3%	9.3%	13.6
Cc1cccnc1NC(=O)C12CCC(C)(C(=O)O1)C2(C)C (stereo not given)	5.0%	-4.8%	0.2%	i	0.3%	2.2%	0.4%	-0.8%	11.4
Fc1ccccc1CSc1nnc(-c2cccnc2)o1	?	10.2%	4.9%	i	·	-19.2%	-0.9%	7.0%	-14.0
CCN(CC)C(=O)Cn1cc(C(=O)C(=O)N2CCN(C)CC2)c2ccccc21	-7.5%	-6.5%	5.3%	i	4.8%	0.0%	-0.5%	-34.4%	-7.0
COc1ccccc1C(=O)NCCC(=O)NC(C)c1ccc(-n2ccnc2)cc1 (stereo not given)	-24.8%	-7.3%	-10.2%	i	-13.1%	-12.5%	-0.4%	1.2%	8.2
CCCN(CCC)C(=O)CSc1nnc2cc(C)c3ccccc3n12	11.3%	·	-5.5%	i	3.9%	-29.7%	-1.2%	0.3%	·
Cc1cc(C)c(C#N)c(SCc2ccc(C(=O)O)cc2)n1	-21.0%	0.3%	-11.5%	i	-29.6%	7.2%	-0.4%	6.4%	-0.4
Cc1cccc(N2CCN(C(=O)c3c(C)nn(Cc4ccccc4Cl)c3C)CC2)c1C	·	14.6µM*	0.1%	i	-35.5%	20µM*	-2.8%	-23.9%	?
O=S(=O)(Nc1cccc(Oc2cnccn2)c1)c1ccc(F)cc1	-2.3%	-4.6%	7.4%	i	2.9%	?	3.1%	9.1%	0.0
Cc1ccc(NC(=O)Nc2cc(S(C)(=O)=O)ccc2Cl)cc1	10.7%	-6.0%	-2.2%	i	35.5%	-2.9%	2.3%	1.9%	-24.5
Sc1oc(-c2ccccc2)cc1C=Nc1ccccc1	?	?	-3.4%	?	36.3%[activator]	?	?	-2.5%	-0.2
Cc1c(NC(=O)CN2C(=O)NC(CCc3ccccc3)C2=O)c(=O)n(-c2ccccc2)n1C (stereo not given)	7.1%	-0.2%	-1.2%	i	1.1%	3.2%	-0.2%	-1.1%	20.0
CC(C)CC(N)c1csc(NC(=O)Nc2ccccc2C(C)(C)C)n1 (stereo not given)	·	·	·	i	?	14.1µM*	-0.8%	-99.6%	?
CCCCCC(=O)c1ccc(O)cc1O	0.6%	?	4.2%	i	17.9%	-18.8%	0.1%	-22.5%	-8.3
CCCCN(C(=O)c1ccc(N2CCCC2=O)cc1)c1c(N)n(Cc2ccccc2)c(=O)[nH]c1=O	5.8µM*	-0.5%	-9.3%	i	-6.6%	-9.0%	0.2%	-11.5%	?
Fc1ccc(C2CC(c3cccs3)=NN2c2ccccc2)cc1 (stereo not given)	?	3.55µM*	?	·	?	-1.8%	-0.3%	-3.3%	8.5
CS(=O)(=O)Cc1ccc(C(=O)NC2CCCc3ccccc32)cc1 (stereo not given)	4.1%	8.7%	0.0%	i	-3.5%	-1.0%	-0.1%	-7.0%	13.3
CCCCC(=O)N1CC(=O)Nc2ccc(F)cc2C1c1ccccc1 (stereo not given)	?	2.6%	-2.5%	i	-30.0%	-10.9%	0.0%	-5.7%	9.2
COc1ccccc1-c1ccc2c(c1)C(C)(Cc1ccc(OC(F)(F)F)cc1)C(=O)N2 (stereo not given)	·	·	·	?	?	?	-0.2%[9.22 µM]	-113.9%	-51.9*
O=C(C1CC1)N1CCc2cc(Br)cc(S(=O)(=O)N3CCN(c4cccc(C(F)(F)F)c4)CC3)c21	-11.2%[9.27 µM]	·	?	i	-6.1%	7.1%	0.2%	-4.0%	·
COc1ccc(-c2nn(-c3ccccc3)cc2/C=N/NC(N)=S)cc1OC	-18.2%	1.64µM*	-13.7%	?	7.9%	-18.9%	11.9%	-39.4%	-13.4
CC1C(c2ccccc2)=[N+]([O-])C2(CCCCC2)N1O (stereo not given)	·	?	0.1%	i	-2.5%	-0.3%	1.3%	0.4%	-5.0
COc1ccc(N(CC(=O)Nc2cc(Cl)ccc2C)S(=O)(=O)c2c(C)noc2C)cc1	?	4.11µM*	-1.8%&-4.1%	i	-19.1%	11.2µM*	-0.8%&-0.1%	-29.9%&-23.0%	32.2
